Screening results from PubChem BioAssay.
EPAC1 agonist = activates human EPAC1 exchange factor; actives 0.073% (n = 360,000); AID 720707; Potency, µM (doses to about 154 µM), for the others: top-dose activation, actives largely listed as activators; EPAC1 agonist qHTS, biochemical assay; response scale: 100% = response to 6.5 mM cAMP; O95398; further: potency means the concentration at half of the fitted maximal effect; nearly all actives have a fitted effect of over 60% in size
Target sequence (O95398 whole entry, looked up): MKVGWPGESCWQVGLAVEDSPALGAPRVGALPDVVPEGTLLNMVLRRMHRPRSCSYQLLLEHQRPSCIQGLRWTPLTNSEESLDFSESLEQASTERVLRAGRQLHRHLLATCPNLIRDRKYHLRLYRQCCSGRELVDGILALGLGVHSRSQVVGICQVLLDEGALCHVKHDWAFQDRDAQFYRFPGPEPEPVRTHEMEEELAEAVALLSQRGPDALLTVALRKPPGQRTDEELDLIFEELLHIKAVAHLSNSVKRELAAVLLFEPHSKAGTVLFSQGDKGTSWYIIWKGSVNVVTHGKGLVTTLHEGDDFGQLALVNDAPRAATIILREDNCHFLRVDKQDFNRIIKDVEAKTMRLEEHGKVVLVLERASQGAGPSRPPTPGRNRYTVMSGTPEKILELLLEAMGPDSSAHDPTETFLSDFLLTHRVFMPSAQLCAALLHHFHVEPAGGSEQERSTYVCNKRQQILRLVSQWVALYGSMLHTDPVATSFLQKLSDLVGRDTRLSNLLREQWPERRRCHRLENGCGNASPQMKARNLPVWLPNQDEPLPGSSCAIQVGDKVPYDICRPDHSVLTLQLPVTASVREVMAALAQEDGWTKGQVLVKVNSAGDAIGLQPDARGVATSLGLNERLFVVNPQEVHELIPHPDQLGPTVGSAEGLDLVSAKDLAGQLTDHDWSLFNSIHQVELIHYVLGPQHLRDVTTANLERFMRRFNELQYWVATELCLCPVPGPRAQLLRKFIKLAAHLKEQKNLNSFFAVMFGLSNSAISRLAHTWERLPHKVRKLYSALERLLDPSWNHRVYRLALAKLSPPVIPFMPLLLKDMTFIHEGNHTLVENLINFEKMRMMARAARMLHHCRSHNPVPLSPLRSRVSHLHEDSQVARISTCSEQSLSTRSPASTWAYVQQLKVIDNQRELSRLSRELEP
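Multi-concentration qHTS readout: loss of Rap1B-bound BODIPY-GDP fluorescence driven by 100 nM EPAC1 with excess GDP (50 uM), monitored kinetically at room temperature; agonist response expressed relative to 6.5 mM cAMP.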
Abeta rescue = A-beta toxicity reversal in yeast; yeast expressing A-beta42, growth rescue, OD600, 48 h; response scale: 0% DMSO, 100% iron-clioquinol control; Potency, µM (doses to about 46.1 µM), for inactives: top-dose growth rescue, actives largely listed as activators; actives 0.063% (n = 410,000); AID 1347071; further: potency means the concentration at half of the fitted maximal effect; nearly all actives have a fitted effect of over 55% in size
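Yeast growth medium received pinned compounds, then yeast cells expressing toxic A-beta were added; plates incubated at 30 C for 48 hr. Growth read as absorbance at 600 nm, normalized to DMSO and equimolar FeCl3 plus clioquinol controls.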
PI5P4Ka inh = inhibitors of human PI5P4K alpha; actives 1.2% (n = 330,000); PI5P4Kalpha enzyme, ADP-Glo luminescence, 60 min; active compounds read low; max response, %; P48426; AID 652105; active means max response of -50% or lower; inconclusive means between -30% and -50%; inactive means -30% or higher; further: value at the top dose of about 77 µM; on the % scale 0 is the no-effect control and ±100 the full control effect
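PI5P4Kalpha ADP-Glo assay; 5 microM ATP final; 60 min RT reaction; HEPES pH 7.4/EGTA/CHAPS, 5% DMSO; controls lacking substrate or enzyme; luminescent end-point.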
IL2 activator = IL-2 activation; IL-2 activation reporter assay, cell-based qHTS; stimulated with anti-CD3/CD4/CD28 beads; in transgenic mouse T cells; activation, % (series mostly up to about 46 µM); actives 0.065% (n = 360,000); AID 652025; in the data active means activation above about 50%; inconclusive means mostly about 30% to 49%; further: 0% is about no effect
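First, unstimulated transgenic mouse T cells were exposed to compound for 60 min. Next, anti-CD3/anti-CD4-coated beads with anti-CD28 were added. Finally, after 18 h at 37 degrees C, EGFP and DsRed were imaged.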
FUS suppressor = FUS proteinopathy suppression in yeast; actives 0.24% (n = 390,000); Potency, µM (series often up to 76.6 µM), for the others: at the highest dose growth rescue (activation), usual class: activators; S. cerevisiae FUS-expressing, growth rescue, OD600, 24 h;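 further: potency means the concentration at half of the fitted maximal effect; plate controls were DMSO vehicle for no effect and reference control for full effect; nearly all actives have a fitted effect of over 55% in size; some results filed as inactive show a strong effect at the top dose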
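Absorbance at 600 nm, taken 24hr after compound addition, measured rescue of FUS-yeast growth at 30C. Induction used 2% galactose with seeding at OD 0.005. Controls: CP55940 from 92uM final, DMSO only.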
WRN inhibitor = blocks human WRN helicase. Q14191. actives 0.46% (n = 360,000). WRN helicase unwinding, fluorescent forked duplex, kinetic. Potency, µM (highest dose often 114 µM), without a hit: at the highest dose activity change, negative = inhibition, actives largely listed as inhibitors; further: potency means the concentration at half of the fitted maximal effect; on the % scale 0 is the no-effect control and ±100 the full control effect; nearly all actives have a fitted effect of over 55% in size
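Screening of the MLSMR collection measured strand separation of a quenched forked DNA duplex (100 nM) by 20 nM WRN with 2 mM ATP, all final. Compounds were preincubated with enzyme 15 min at room temperature.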
EPAC1 antag = EPAC1 (human) antagonism; O95398; EPAC1 GEF assay, Rap1b-BODIPY-GDP exchange fluorescence; Potency, µM (highest dose often 115 µM), for the others: top-dose activity change, negative = inhibition, actives largely listed as inhibitors; actives 0.14% (n = 360,000); AID 720709;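 further: potency means the concentration at half of the fitted maximal effect; plate controls were vehicle for no effect and positive control for full effect; nearly all actives have a fitted effect of over 50% in size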
PLK1 PBD block = inhibitors of human PLK1 polo-box domain binding. Potency, µM, for the others: max response, negative = inhibition, usual class: inhibitors. Plk1 PBD binding of FITC phosphopeptide, fluorescence polarization. actives 2.8% (n = 360,000); further: potency means the concentration at half of the fitted maximal effect; series mostly up to about 57 µM; on the % scale 0 is the no-effect control and ±100 the full control effect; nearly all actives have a fitted effect of over 65% in size
* hit, by the source's call; ? = inconclusive; nt = not tested or not shown; [ ] = dose if it differs, or a comment. Unless noted, the call rests on the fitted dose curve; in most records, active means well fitted curve in the direction sought with a large enough effect; inconclusive means small, poorly fitted or top-dose-only effect, or another doubt; inactive means no such curve, though single readings can be large; an effect the other way counts as inactive or inconclusive. Rows were taken by chance; 4.1% or so of the library scored in one or more.

SMILES	EPAC1 agonist	Abeta rescue	PI5P4Ka inh	IL2 activator	FUS suppressor	WRN inhibitor	EPAC1 antag	PLK1 PBD block
Cc1ccc(S(=O)(=O)Nc2ccc(N3CCOCC3)cc2)cc1[N+](=O)[O-]	2%	-10%	2	0.4	22%	-4%	-5%	-5%
OCC[C@H]1C[C@@H](O)[C@H](O)[C@]2(OCCc3ccccc32)O1	-2%	13%	9	-1.9	-9%	2%	0%	-16%
Cc1cccc(C)c1NC(=O)NC1CC2CCC(C1)N2Cc1cccs1 (centres undefined)	0%	14%	nt	1.5	10%	-1%	11%	4%
Cc1ccc(Cn2cc(C(=O)NN)c(=O)c3ccc(F)cc32)cc1	-3%	-15%	3	-2.1	19%	-3%	-13%	-2%
CN(C)C(=O)c1cc2cc(Br)ccc2s1	2%	0%	1	-1.8	-22%	-7%	7%	-2%
O=C(Nc1ccc(C(F)(F)F)cc1)c1ccc2ncsc2c1	-3%	-11%	-9	-3.8	5%	2%[57.1 µM]	-26%	-27%
Cc1oc(C(C)(C)C)cc1C(=O)N1CCN(C(c2ccccc2)c2ccccc2)CC1	-3%	-25%	2	1.2	14%	-13%	-17%	-11%
COc1ccc(-c2n[nH]c(=S)n2/N=C/c2cccn2C)cc1	9%	6%	-4	-0.1	5%	-1%	-11%	-13%
COc1ccc(-c2csc(NC(=O)c3ccccc3Br)c2C(=O)O)cc1	-2%	5%	-3	-1.1	3%	-27%	-20%	-14%
Cc1ccc2[nH]c(SCC(=O)N3CCOCC3)nc2c1C	-2%	-7%	-7	-0.1	18%	3%	11%	-18%
Cc1cc(/C=N/NC(N)=S)c(C)n1-c1ccc(Cl)c(Cl)c1	-3%	?	-11	-3.8	5%	-4%	6%	-11%
CCC(C)NS(=O)(=O)c1ccc(OCC(=O)Nc2ccc(F)cc2F)cc1 (centres undefined)	5%	5%[9.22 µM]	4	-2.0	-38%	-18%	-1%	1%
O=C(COC(=O)c1ccc(Cl)c(S(=O)(=O)N2CCCCCC2)c1)NCc1ccccc1	12%	-2%	4	-4.8	25%	13%	2%	3%
Cc1ccc(CC(NC(=O)C2CCCCC2)C(=O)O)cc1 (centres undefined)	4%	1%	1	-0.4	7%	0%	11%	-15%
CCCCN(C(=O)c1cccc(-n2cccc2)c1)c1c(N)n(CCCC)c(=O)[nH]c1=O	-7%	-16%	?	6.9	20%	?	?	-19%
N#C/C(C(=O)N1CCCCC1)=C1/N=C(N)c2ccccc21	4%	-7%	10	-1.1	12%	3%	-7%	-2%
O=C(/C=C/c1cccc(F)c1)Nc1cc(S(=O)(=O)N2CCOCC2)ccc1N1CCCC1	-11%	12%	5	-0.6	nt	-20%	0%	5%
COc1cccc(-c2cc(C(=O)N3CCN(c4ncccn4)CC3)c3ccccc3n2)c1	5%	-11%	-3	-3.2	nt	-4%	-5%	-6%
CCCSc1nsc(NC(=O)C(c2ccccc2)c2ccccc2)n1	6%	-11%	3	-0.3	35%	-10%	-14%	-7%
Cc1cc2sc(C(=O)O)c(C)c2s1	1%	-85%[inhibitor]	-11	0.1	-21%	-2%[57.1 µM]	13%	-8%
CCOC(=O)C(NC(=O)NCc1ccccc1)(OCC)C(F)(F)F (centres undefined)	-2%	6%	4	0.8	nt	5%	18%	-4%
Clc1ccc(-c2csc(-c3cccnc3)n2)s1	0%	-32%	4	0.8	15%	1%	-1%	0%
CCOC(=O)C1(Cc2cccc(F)c2)CCN(C(=O)C2CCCO2)CC1 (centres undefined)	3%	4%	3	0.6	1%	2%	-10%	-8%
COc1cccc(CNc2ncc(-c3ccccc3)n2C)c1	-6%	-6%	0	-2.0	20%	12%	-3%	-10%
COc1ccc(Cl)cc1-c1cc(C(=O)NCc2ccco2)[nH]n1	-4%	-15%	-11	1.9	6%	-7%	-3%	-14%

5 structures from above, sorted by count of non-hydrogen atoms, lowest first.
SMILES	EPAC1 agonist	Abeta rescue	PI5P4Ka inh	IL2 activator	FUS suppressor	WRN inhibitor	EPAC1 antag	PLK1 PBD block
Cc1cc2sc(C(=O)O)c(C)c2s1	1%	-85%[inhibitor]	-11	0.1	-21%	-2%[57.1 µM]	13%	-8%
Cc1ccc(CC(NC(=O)C2CCCCC2)C(=O)O)cc1 (centres undefined)	4%	1%	1	-0.4	7%	0%	11%	-15%
CCOC(=O)C(NC(=O)NCc1ccccc1)(OCC)C(F)(F)F (centres undefined)	-2%	6%	4	0.8	nt	5%	18%	-4%
CCCCN(C(=O)c1cccc(-n2cccc2)c1)c1c(N)n(CCCC)c(=O)[nH]c1=O	-7%	-16%	?	6.9	20%	?	?	-19%
COc1cccc(-c2cc(C(=O)N3CCN(c4ncccn4)CC3)c3ccccc3n2)c1	5%	-11%	-3	-3.2	nt	-4%	-5%	-6%

More structures follow.
SMILES	EPAC1 agonist	Abeta rescue	PI5P4Ka inh	IL2 activator	FUS suppressor	WRN inhibitor	EPAC1 antag	PLK1 PBD block
Cc1nc2ccccc2c(C)c1C(=O)c1ccccc1	-3%	3%	-13	-0.5	-14%	-4%[57.1 µM]	-28%	24µM*
O=C(CNC(=O)c1cccs1)N/N=C/c1ccccc1[N+](=O)[O-]	10%	4%	-1	-0.2	0%	-13%	16%	4%
Cc1cc(C)c2oc(C(=O)N3CCN(Cc4ccccc4)CC3)cc(=O)c2c1	5%	0%	0	-2.8	-19%	-5%	7%	-1%
CC(=O)c1ccccc1OCc1ccc(C(=O)c2ccccc2)cc1	-3%	-36%[inhibitor]	7	-0.9	27%	-3%	6%	-4%
Cc1ccc(C(=O)NNc2cc(N3CCCC3)nc(N3CCCC3)n2)cc1	0%	8%	nt	0.1	30%	1%	0%	-13%
NS(=O)(=O)c1ccc(NC(=O)COc2ncnc3sccc23)cc1	-3%	-4%	?	-1.6	10%	0%	-14%	-1%
c1ccc(C2Nc3ccccc3C3OCCCC23)cc1 (centres undefined)	5%	11%	-3	-0.5	14%	-2%	-22%	5%
CC(=O)N(C)c1cccc([N+](=O)[O-])c1	-3%	6%	5	6.1	5%	1%	-1%	-1%
O=C(CN1C(=O)NC2(CCCc3ccccc32)C1=O)NCc1ccco1 (centres undefined)	14%	-3%	1	-0.1	1%	0%	-9%	-2%
Cc1nonc1C(=O)N/N=C/c1ccc(O)cc1O	1%	-43%[inhibitor]	-13	-0.8	-7%	4%[57.1 µM]	-2%	-6%
CCOC(=O)C1=C(C)N=c2s/c(=C\c3ccc(OC(C)=O)c(OCC)c3)c(=O)n2C1/C=C/c1ccccc1 (centres undefined)	6%	1%	-26	-1.4	19%	-14%	-11%	2%
Cc1cc(C)n2ncnc2n1	-2%	12%	2	0.2	17%	4%	2%	-5%
O=C(COC(=O)C1C2CC3OC(=O)C1C3C2)Nc1ccc(Cl)cc1 (centres undefined)	11%	4%	4	0.2	15%	2%	3%	-12%
COCCCn1c(SCC(=O)Nc2cccc(C(=O)OC)c2)nnc1-c1ccncc1	0%	27%	-2	0.9	-7%	2%	14%	1%
CCS(=O)(=O)N1Cc2ccccc2CC1C(=O)Nc1ccc(OC)cc1OC (centres undefined)	3%	-1%	4	-1.3	22%	6%	1%	-2%
COc1ccc(N(CCC(=O)Nc2ccccc2F)S(=O)(=O)c2ccc(C)cc2C)cc1	-4%	3%	10	-0.8	?	-1%	9%	-2%
CC(C)(C)NC(=O)NC(=O)COC(=O)c1c(F)cccc1Cl	10%	2%	-8	-0.2	4%	-1%	1%	-14%
Cc1ccc(S(=O)(=O)NCCC2(C(C)C)CCOC(C)(C)C2)cc1 (centres undefined)	-4%	16%	-1	0.5	5%	7%	-1%	-9%
CCCNC(=O)C1(C)CCCN(C(=O)Cc2ccc(OC)cc2)C1 (centres undefined)	3%	-10%	-1	-0.2	-13%	-5%	-3%	-6%
Cc1ccc(C(=O)Nc2onc(C)c2C#N)cc1	-11%	1%	-15	1.6	-1%	4%	-12%	-13%
O=C(O)CN1C(=O)/C(=C2\C(=O)N(Cc3ccccc3Cl)c3ccccc32)SC1=S	5%	?	-1	0.7	36%	-2%	-1%	27µM*
Cn1cccc1/C=N/NC(=O)CNc1cccc2ccccc12	3%	8%	4	-6.4	10%	-11%	10%	2%
COCC1COS(=O)(=O)NC1(C)C (centres undefined)	6%	-6%	3	0.4	-24%	1%	-4%	-8%
O=C(NC1CC(=O)N(c2ccc3c(c2)OCCO3)C1)N1CCC(O)CC1 (centres undefined)	3%	9%	6	-3.2	2%	1%	-19%	-6%
COC(=O)N/N=C(\CCC(=O)O)c1cccs1	4%	5%	1	-1.3	-10%	3%	-13%	-2%
The list continues:
SMILES	EPAC1 agonist	Abeta rescue	PI5P4Ka inh	IL2 activator	FUS suppressor	WRN inhibitor	EPAC1 antag	PLK1 PBD block
COc1ccc(N2CCN(CC(=O)Nc3cc(C)cc(C)c3)CC2)cc1	-1%	24%	5	-0.4	-9%	-1%	7%	-3%
CCN(CC)S(=O)(=O)c1ccc(S(=O)(=O)Nc2c(C)nn(C)c2C)cc1	6%	-5%	-3	0.0	23%	-34%	-21%	-16%
Cc1ccc(C(=O)NCC(=O)OCC(=O)N(CC(C)C)c2c(N)n(Cc3ccccc3)c(=O)[nH]c2=O)s1	2%	-3%	0	1.1	?	-5%	2%	-1%
CC(C)c1ccc(/C=N/NC(=O)CC(=O)NCc2ccccc2)cc1	4%	2%	1	-0.6	-2%	-4%	-24%	-3%
Cc1ccc(-n2c(C)c3c(C)nnc(C)c3c2C)cc1C	7%	-1%	-28	-2.6	?	-7%	-11%	-15%
CCCCNC(=O)C1(C)CCC(=O)N1CC(F)(F)F (centres undefined)	-9%	-10%	-1	0.3	-32%	1%	8%	-5%
CCC(CC)N1CCN(CC2CC=CCC2)CC1 (centres undefined)	5%	-9%	-4	0.1	-3%	?	-9%	-5%
O=C(O)c1ccc(NC(=O)C2(c3ccccc3)CCCC2)cc1	-10%	0%	5	-0.4	13%	2%	3%	-3%
COc1ccc(Cl)cc1C(=O)NCC(c1ccco1)N(C)C (centres undefined)	-4%	11%	6	3.5	4%	1%	3%	2%
COc1ccccc1OCC(=O)Nc1nnc(-c2ccco2)s1	5%	3%	-21	6.5	nt	-25%	-5%	-26%
O=C1CC(c2ccc(F)cc2)Cc2nc(NCC3CCCO3)ncc21 (centres undefined)	5%	-24%	nt	-2.6	20%	-4%	15%	0%
Cc1ccc2oc(-c3cc(NC(=O)c4ncn[nH]4)ccc3O)nc2c1	8%	1%	?	-0.3	10%	-10%[11.6 µM]	-15%	-13%
O=C(NC1CCCC1)C1CCC(CNS(=O)(=O)c2ccccc2)CC1 (centres undefined)	11%	5%	1	-0.3	11%	4%	2%	-14%
